Screens as filed in PubChem BioAssay.
GPT2 inh: Primary qHTS assay for inhibitors of Glutamate pyruvate transaminase 2 (GPT2); Alanine aminotransferase 2 (Homo sapiens), Q8TD30; 100,000 compounds, 0.25% hits; Recombinant GPT2, coupled pyruvate oxidase/HRP Amplex Red fluorescence; Potency, µM (top dose mostly 57.7 µM), inactives show at the top dose activity change, negative = inhibition, actives largely listed as inhibitors; AID 1671188, 2021; also: potency is read from the fitted curve at half-maximal effect; nearly all actives have a fitted effect of over 60% in size; many of its hits are not listed in these tables
Target sequence (Q8TD30 whole entry, looked up): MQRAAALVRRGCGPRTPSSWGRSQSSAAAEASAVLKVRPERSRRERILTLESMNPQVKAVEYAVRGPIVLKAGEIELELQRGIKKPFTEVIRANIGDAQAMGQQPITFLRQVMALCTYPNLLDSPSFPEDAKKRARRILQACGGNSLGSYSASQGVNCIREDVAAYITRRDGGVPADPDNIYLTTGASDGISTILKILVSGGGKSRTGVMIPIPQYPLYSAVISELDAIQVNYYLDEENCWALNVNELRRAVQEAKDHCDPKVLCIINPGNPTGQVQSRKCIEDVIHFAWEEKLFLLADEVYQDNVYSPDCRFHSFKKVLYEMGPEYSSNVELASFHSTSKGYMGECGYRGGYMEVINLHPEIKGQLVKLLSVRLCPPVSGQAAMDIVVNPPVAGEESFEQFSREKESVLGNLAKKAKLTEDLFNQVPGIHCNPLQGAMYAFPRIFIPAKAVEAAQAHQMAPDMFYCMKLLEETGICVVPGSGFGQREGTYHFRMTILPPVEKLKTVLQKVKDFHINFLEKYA
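Inhibition is scored from Amplex Red fluorescence generated when pyruvate oxidase and HRP act on pyruvate released by GPT2. Reactions contain 10ng/uL enzyme, 250uM a-KG and 2mM L-alanine and run 30 min at room temperature.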
NIH3T3 tox: Cytotoxic Profiling in NIH 3T3 Cell Line of Diverse Libraries Using Quantitative High-Throughput Screening | NIH 3T3 viability, CellTiter-Glo ATP luminescence, 48-72 h | Potency, µM (highest dose often 96.7 µM), for the others: at the top dose activity change, negative = cytotoxicity, most hits filed as inhibitors | 94,000 compounds, 4.3% hits | AID 1345082, 2018; also: potency is read from the fitted curve at half-maximal effect; nearly all actives have a fitted effect of over 55% in size
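Cells were seeded at 400 per well, treated with pin-transferred compound, and kept 48 or 72 hr at 37 °C before CellTiter-Glo addition and luminescence imaging of cellular ATP.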
Luciferase inh: Firefly luciferase inhibition profiling of diverse chemical library using quantitative high-throughput screening; 76,000 compounds, 2.5% hits; AID 1347043, 2019; Potency, µM (top dose mostly 115 µM), without a hit: at the top dose activity change, negative = inhibition, actives largely listed as inhibitors; purified P. pyralis luciferase, luminescence, biochemical; also: potency is read from the fitted curve at half-maximal effect; nearly all actives have a fitted effect of over 65% in size
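Inhibitors were tested against purified firefly luciferase in a biochemical, low-substrate format (both substrates at 10uM) and luminescence measured with a CCD imager.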
HEK cytotox: Cytotoxic Profiling in HEK 293 Cell Line of Diverse Libraries Using Quantitative High-Throughput Screening. HEK 293 viability, ATP luminescence (CellTiter-Glo), 48-72 h. Potency, µM (highest dose often 115 µM), for the others: at the top dose activity change, negative = cytotoxicity, usual class: inhibitors. 94,000 compounds, 6.6% hits; also: potency is read from the fitted curve at half-maximal effect; nearly all actives have a fitted effect of over 60% in size
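HEK 293 seeded at 250 cells/well receive compound via pintool. After 48 or 72 hr at 37 degree Celsius, 5% CO2 and 95% humidity, CellTiter-Glo is dispensed and luminescence read following 10 min at room temperature.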
IP6K1 inhibitor: Primary qHTS assay for small molecule inhibitors of Inositol hexaphosphate kinase 1 (IP6K1) | activity change, % (series mostly up to about 58 µM) | IP6K1 kinase, ADP-Glo luminescence, 2 h; hits give low values | Inositol hexakisphosphate kinase 1 (Homo sapiens), Q92551 | 140,000 compounds, 0.81% hits; in the data active = activity change below about -25%
Target sequence (Q92551 whole entry, looked up): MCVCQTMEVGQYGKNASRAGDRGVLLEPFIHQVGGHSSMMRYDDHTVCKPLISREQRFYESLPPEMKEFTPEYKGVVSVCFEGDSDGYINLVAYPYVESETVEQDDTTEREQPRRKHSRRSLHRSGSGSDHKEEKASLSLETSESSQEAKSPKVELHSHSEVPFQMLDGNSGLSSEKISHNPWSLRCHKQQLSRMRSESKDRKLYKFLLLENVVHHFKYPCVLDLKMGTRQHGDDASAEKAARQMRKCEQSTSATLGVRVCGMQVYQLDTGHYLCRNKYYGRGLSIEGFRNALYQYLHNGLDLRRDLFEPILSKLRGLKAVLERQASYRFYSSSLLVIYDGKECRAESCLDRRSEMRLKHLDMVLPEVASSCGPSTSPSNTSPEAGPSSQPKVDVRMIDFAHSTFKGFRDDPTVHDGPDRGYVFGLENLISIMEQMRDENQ
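ADP-Glo luminescence measures ADP made by human IP6K1 during a 2 h RT reaction with ATP/IP6 (mix at 1.3 mM/130 uM); top library doses 57.5 and 19.1 uM final.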
SNCA viab count: GF-AFC viability counterscreen for inhibitors of alpha-synuclein gene (SNCA) expression | HEK-293-SNCA-luc viability, GF-AFC fluorescence, 24 h | Potency, µM (series often up to 57.1 µM), for the others: at the top dose activity change, negative = cytotoxicity, most hits filed as cytotoxic | 150,000 compounds, 0.12% hits;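 also: potency is read from the fitted curve at half-maximal effect; 0% = DMSO-treated cells and -100% = medium-only wells without cells; nearly all actives have a fitted effect of over 30% in size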
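Cytotoxicity counterscreen: after 24 h compound treatment of genome-edited SNCA-luciferase HEK-293 cells, live-cell protease substrate GF-AFC read by fluorescence after 30 min; activity scaled between DMSO (0%) and medium-only (-100%), curves Hill-fitted.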
SNCA expr inhib: Primary qHTS assay for inhibitors of alpha-synuclein gene (SNCA) expression | HEK-293 SNCA-luciferase knock-in, luminescence, 24 h | Potency, µM (titrated, usually from 57.2 µM), without a hit: top-dose activity change, negative = inhibition, hits mostly inhibitors | 140,000 compounds, 0.17% hits;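 also: potency is read from the fitted curve at half-maximal effect; plate controls were DMSO cells for no effect and cell-free wells for full effect; nearly all actives have a fitted effect of over 45% in size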
* = called active by the depositor; [ ] = another dose, or the depositor's remark. Unless noted, calls follow the shape of the dose curve; as a rule, active = well fitted curve in the direction sought with a large enough effect; inconclusive = small, poorly fitted or top-dose-only effect, or another doubt; inactive = no such curve, though single readings can be large; an effect the other way counts as inactive or inconclusive. Unless noted, % is scaled to controls: 0 for no effect and ±100 for the full control effect. Only part of the results is shown; the hit share may differ from the screen's.

How did Cc1cn2nc(C(=O)N3CCC(NC(=O)c4cccc(N(C)C)c4)CC3)cc2c(=O)[nH]1 do in these assays?
GPT2 inh: inactive; NIH3T3 tox: -20.2%; Luciferase inh: 35.5µM*; HEK cytotox: -12.0%; IP6K1 inhibitor: -4.6; SNCA viab count: 1.5%; SNCA expr inhib: 162.7%[activator]

What do the screens show for `CCn1cc(S(=O)(=O)c2cccc(C)c2)c(=O)c2cc(F)c(N3CCCC(C)C3)cc21` (stereo not drawn)?
IP6K1 inhibitor: -10.4; SNCA viab count: 0.8%; SNCA expr inhib: -26.0%

Results for COc1cc(C(=O)Nc2c(C(=O)Nc3ccccc3F)oc3ccccc23)cc(OC)c1OC ?
IP6K1 inhibitor: -7.1; SNCA viab count: -19.2%; SNCA expr inhib: 3.2%

How did O=C(Nc1ccc(S(=O)(=O)N2CCC(c3nc4ccccc4s3)CC2)cc1)c1ccccc1F do in these assays?
IP6K1 inhibitor: 2.8; SNCA viab count: 1.9%; SNCA expr inhib: -1.1%

How did CCCCS(=O)(=O)N1C[C@@H](C(N)=O)[C@H](C2CCN(C)CC2)C1 do in these assays?
GPT2 inh: -11.5%; NIH3T3 tox: 3.1%; Luciferase inh: 2.7%; HEK cytotox: inactive; IP6K1 inhibitor: -1.4; SNCA viab count: 1.3%[12.5 µM]; SNCA expr inhib: inconclusive

What do the screens show for `Cc1ccc(C(=O)N2CCC(N3C(=O)C4(CCCC4)C3c3scnc3C)CC2)cn1` (stereo not drawn)?
GPT2 inh: inactive; NIH3T3 tox: -30.0%; Luciferase inh: 4.7%; HEK cytotox: 4.8%; IP6K1 inhibitor: 8.1; SNCA viab count: -6.7%[12.5 µM]; SNCA expr inhib: -7.9%

How did CC1CCN(CC2CCCCCN2C(=O)CC2CCCC2)CC1 (stereo not drawn) do in these assays?
GPT2 inh: inactive; NIH3T3 tox: -20.0%; Luciferase inh: -2.2%; HEK cytotox: -23.6%; IP6K1 inhibitor: -14.8; SNCA viab count: -5.9%; SNCA expr inhib: -7.3%

Results for O=C1c2cnc(-c3ccc(Cl)cc3)nc2OCCN1Cc1ccccc1 ?
GPT2 inh: inactive; NIH3T3 tox: inconclusive; Luciferase inh: -38.0%[172 µM]; HEK cytotox: inconclusive; IP6K1 inhibitor: 2.5; SNCA viab count: -3.4%[87.6 µM]; SNCA expr inhib: 100.7%[activator][87.6 µM]

How did OC[C@H]1O[C@@H](n2cnc3cncnc32)[C@H](O)[C@@H]1O do in these assays?
GPT2 inh: inactive; SNCA viab count: -3.2%; SNCA expr inhib: -10.9%

What do the screens show for `CN1C(=O)COC[C@@H]1[C@H](O)c1ccc(NC(=O)c2ccc3c(c2)OCO3)cc1`?
GPT2 inh: inactive; NIH3T3 tox: -22.5%[174 µM]; Luciferase inh: inconclusive; HEK cytotox: -18.9%[172 µM]; IP6K1 inhibitor: 9.8; SNCA viab count: 5.7%[87.6 µM]; SNCA expr inhib: 4.6%[87.6 µM]

Results for COc1ccccc1[C@@H]1CN(C(=O)CCc2ccncc2)C[C@H]1C(=O)O ?
GPT2 inh: 4.2%; NIH3T3 tox: -1.1%; Luciferase inh: -2.4%; HEK cytotox: 2.9%; IP6K1 inhibitor: 9.2; SNCA viab count: -1.3%; SNCA expr inhib: 3.3%

Results for O=C(Nc1onc2c1CCCC2)c1ccc(Cl)cc1 ?
IP6K1 inhibitor: -1.7; SNCA viab count: -0.8%; SNCA expr inhib: -52.9%

How did COc1ccc(CN2CC3(CCN(C(=O)Nc4ccc(OC)cc4OC)CC3)C2=O)cc1 do in these assays?
GPT2 inh: inconclusive; NIH3T3 tox: -17.8%; Luciferase inh: 5.5%; HEK cytotox: inconclusive; IP6K1 inhibitor: 2.8; SNCA viab count: 2.8%; SNCA expr inhib: -10.3%

What do the screens show for `COc1ccc(CCn2c3c(c(=O)[nH]c2=O)C(NC(=O)c2ccc(Cl)cc2)(C(F)(F)F)C(=O)N3)cc1OC` (stereo not drawn)?
IP6K1 inhibitor: -3.2; SNCA viab count: 16.9%; SNCA expr inhib: 23.1%

How did CN(C)C(=O)c1cccnc1OC1CCN(S(=O)(=O)c2cc(F)cc(F)c2)C1 (stereo not drawn) do in these assays?
GPT2 inh: inactive; NIH3T3 tox: -4.6%; Luciferase inh: 6.7%; HEK cytotox: -0.8%; IP6K1 inhibitor: 6.2; SNCA viab count: 0.0%; SNCA expr inhib: -13.8%

How did O=C(CCc1nc(-c2ccccc2)no1)NC1CCCN(CCCc2ccccc2)C1 (stereo not drawn) do in these assays?
GPT2 inh: inactive; NIH3T3 tox: inconclusive; Luciferase inh: -7.8%; HEK cytotox: 44.7µM*; IP6K1 inhibitor: 4.8; SNCA viab count: -14.8%; SNCA expr inhib: inconclusive

How did O=C(O)c1cnc2c(c1)n(CCN1CCCC1)c(=O)n2CCc1ccccn1 do in these assays?
GPT2 inh: 0.2%; NIH3T3 tox: -9.5%; Luciferase inh: 4.8%; HEK cytotox: -7.5%; IP6K1 inhibitor: 0.0; SNCA viab count: 3.8%; SNCA expr inhib: -9.1%

Results for CC(C)Cc1nn2c(=O)cc(COC(=O)c3ccc(NC(=O)c4cccs4)cc3)nc2s1 ?
IP6K1 inhibitor: -10.3; SNCA viab count: 3.8%; SNCA expr inhib: 37.3%[activator]

Results for Cn1c(CN2CCN(c3ccc(C#N)cn3)CC2)nnc1C1CC(N)C1 (stereo not drawn) ?
GPT2 inh: inactive; NIH3T3 tox: 1.3%; Luciferase inh: 4.0%; HEK cytotox: 1.0%; IP6K1 inhibitor: 4.5; SNCA viab count: -2.3%; SNCA expr inhib: 16.0%

Results for Nc1nc2c(c(=O)[nH]1)C[C@@H](CCc1ccc(C(=O)N[C@@H](CCC(=O)O)C(=O)O)cc1)CN2 ?
GPT2 inh: inactive; IP6K1 inhibitor: 2.4; SNCA viab count: 0.9%

Results for CN1Cc2ncnc(NCCc3ccc(F)cc3)c2CN(c2ccc(Cl)cc2)C1=O ?
GPT2 inh: inactive; NIH3T3 tox: inconclusive; Luciferase inh: 8.8%; HEK cytotox: inconclusive; IP6K1 inhibitor: -29.1*; SNCA viab count: -26.2%; SNCA expr inhib: inconclusive

What do the screens show for `Cc1c(CC(=O)NCC2CCCOC2)c2c(n1CC(C)C)CC(C)(C)CC2=O` (stereo not drawn)?
GPT2 inh: inactive; NIH3T3 tox: -3.4%; Luciferase inh: 5.8%; HEK cytotox: -3.3%; IP6K1 inhibitor: 1.9; SNCA viab count: -10.2%; SNCA expr inhib: -20.2%

Results for CC(NC(=O)C1CCN(S(=O)(=O)c2ccc3nc4c(c(C(=O)O)c3c2)CCCC4)CC1)c1ccccc1 (stereo not drawn) ?
IP6K1 inhibitor: 4.8; SNCA viab count: 10.9%; SNCA expr inhib: -17.1%

What do the screens show for `Cc1ccccc1CN1C(=O)c2ccccc2Sc2ccc(C(=O)NC3CCCCC3)cc21`?
IP6K1 inhibitor: -11.1; SNCA viab count: -6.2%; SNCA expr inhib: -4.9%

How did COC(=O)c1cnc(N2CCN(c3ccccc3F)CC2)c2ccccc12 do in these assays?
IP6K1 inhibitor: 38.8; SNCA viab count: 7.0%; SNCA expr inhib: -8.6%

Results for Cc1nn(-c2ccccc2)c2c1C(C(C)C)N(C1CCCN(C(=O)Cc3cccc(Cl)c3)C1)C2=O (stereo not drawn) ?
NIH3T3 tox: inconclusive; HEK cytotox: 28.2µM*; IP6K1 inhibitor: 3.0

How did CC(NC(=O)c1ccc(C(C)(C)C)cc1)C(=O)N1CCN(c2ccccn2)CC1 (stereo not drawn) do in these assays?
GPT2 inh: -5.5%; NIH3T3 tox: inconclusive; Luciferase inh: inconclusive; HEK cytotox: inconclusive; IP6K1 inhibitor: 0.6; SNCA viab count: 2.9%; SNCA expr inhib: 79.9%[activator]

Results for Cc1noc(C)c1[S+](=O)([O-])N1CCCC2(C1)NC(=O)c1ccccc1O2 (stereo not drawn) ?
GPT2 inh: inactive; NIH3T3 tox: -20.4%; Luciferase inh: -3.2%; HEK cytotox: -17.2%; IP6K1 inhibitor: 30.2; SNCA viab count: -4.7%; SNCA expr inhib: 2.1%

What do the screens show for `CC(C)c1cc(-c2nc(-c3ccc(Br)cc3)no2)n[nH]1`?
IP6K1 inhibitor: 2.6; SNCA viab count: 4.2%; SNCA expr inhib: 244.4%[activator]

Results for COc1ccc(-c2nc(CNC(=O)NC3CCCCC3)c(C)o2)c(OC)c1 ?
IP6K1 inhibitor: 7.9; SNCA viab count: -8.7%; SNCA expr inhib: -19.3%

How did CCc1nn(CC(=O)NCc2ccccc2Cl)c(=O)c2cccn12 do in these assays?
IP6K1 inhibitor: 0.1; SNCA viab count: 0.7%; SNCA expr inhib: -0.4%

Results for CCOC(=O)c1c(C)c(-c2ccccc2)n(CC(=O)NC2CCCCC2)c1C ?
IP6K1 inhibitor: 24.8; SNCA viab count: 13.8%; SNCA expr inhib: 26.3%

How did Cc1cc(=O)n(CC(=O)NCc2ccc(F)cc2)c(N2CCc3ccccc3C2)n1 do in these assays?
GPT2 inh: inactive; NIH3T3 tox: inconclusive; Luciferase inh: 0.4%; HEK cytotox: 44.7µM*; IP6K1 inhibitor: 5.4; SNCA viab count: -22.7%; SNCA expr inhib: inconclusive

How did O=C1N(c2ccc(F)cc2)CCOC12CCN(Cc1ccccc1Cl)CC2 do in these assays?
GPT2 inh: -8.3%[88.5 µM]; NIH3T3 tox: -23.4%[138 µM]; Luciferase inh: -2.0%[172 µM]; HEK cytotox: inconclusive; IP6K1 inhibitor: -1.8; SNCA viab count: 4.9%[87.6 µM]; SNCA expr inhib: -12.9%[87.6 µM]
